BioA inh: M. tuberculosis BioA enzyme inhibitors, primary screen, biochemical, plate reader, single point, HTS; 7,8-diaminopelargonic acid synthase BioA (Mycobacterium tuberculosis); purified M. tuberculosis BioA enzyme; inhibition, % at 9.99 µM; hit rate 0.096% among 360,000; AID 602481, 2012; in the data active = inhibition above about 40%
Numbers without * were called inactive. The list is partial; the hit share may differ from the screen's.

The opening 10 compounds, ahead of the listing:
SMILES	BioA inh
C[C@H](NC(=O)C[C@H]1C[C@H]2c3cc(NS(=O)(=O)c4ccc(F)cc4)ccc3O[C@H]2[C@H](CO)O1)c1ccccc1	0.1
Cc1ccc(-c2ccc3c(c2)O[C@H](CN(C)C(=O)C2CC2)[C@H](C)CN([C@@H](C)CO)S3(=O)=O)cc1	-0.3
C[C@@H]1CCCCO[C@H](CN(C)Cc2ccncc2)[C@H](C)CN([C@H](C)CO)C(=O)c2cc(NC(=O)Nc3ccc4c(c3)OCO4)ccc2O1	-0.7
CCNC(=O)C[C@H]1CC[C@@H]2[C@@H](COc3ccc(NC(=O)Nc4ccc(C)cc4)cc3C(=O)N2C)O1	-2.4
COc1ccc(S(=O)(=O)Nc2ccc3c(c2)C(=O)N([C@H](C)CO)C[C@@H](C)[C@H](CN(C)C(=O)Nc2cccc4ccccc24)OCCCC[C@@H](C)O3)cc1	5.0
Cc1noc(C)c1S(=O)(=O)N(C)C[C@@H]1OCCCC[C@@H](C)Oc2ccc(NC(=O)Nc3ccc(F)cc3)cc2C(=O)N([C@H](C)CO)C[C@H]1C	-0.5
COc1cccc(CNC(=O)C[C@H]2CC[C@@H](NC(=O)C3CCOCC3)[C@@H](CO)O2)c1	-1.8
COc1ccc(NC(=O)N(C)C[C@@H]2OCc3cnnn3CCCC(=O)N([C@@H](C)CO)C[C@@H]2C)c(OC)c1	1.0
CCCNC(=O)C[C@H]1CC[C@@H]2[C@H](COc3ccc(NC(=O)C4CCOCC4)cc3C(=O)N2C)O1	-1.0
C[C@@H]1CN([C@@H](C)CO)C(=O)c2cccc(NC(=O)c3nc4ccccc4s3)c2O[C@H]1CN(C)C(=O)NC1CCCCC1	-1.5

Results, from the first entry:
SMILES	BioA inh
C[C@H](NC(=O)C[C@H]1C[C@H]2c3cc(NS(=O)(=O)c4ccc(F)cc4)ccc3O[C@H]2[C@H](CO)O1)c1ccccc1	0.1
Cc1ccc(-c2ccc3c(c2)O[C@H](CN(C)C(=O)C2CC2)[C@H](C)CN([C@@H](C)CO)S3(=O)=O)cc1	-0.3
C[C@@H]1CCCCO[C@H](CN(C)Cc2ccncc2)[C@H](C)CN([C@H](C)CO)C(=O)c2cc(NC(=O)Nc3ccc4c(c3)OCO4)ccc2O1	-0.7
CCNC(=O)C[C@H]1CC[C@@H]2[C@@H](COc3ccc(NC(=O)Nc4ccc(C)cc4)cc3C(=O)N2C)O1	-2.4
COc1ccc(S(=O)(=O)Nc2ccc3c(c2)C(=O)N([C@H](C)CO)C[C@@H](C)[C@H](CN(C)C(=O)Nc2cccc4ccccc24)OCCCC[C@@H](C)O3)cc1	5.0
Cc1noc(C)c1S(=O)(=O)N(C)C[C@@H]1OCCCC[C@@H](C)Oc2ccc(NC(=O)Nc3ccc(F)cc3)cc2C(=O)N([C@H](C)CO)C[C@H]1C	-0.5
COc1cccc(CNC(=O)C[C@H]2CC[C@@H](NC(=O)C3CCOCC3)[C@@H](CO)O2)c1	-1.8
COc1ccc(NC(=O)N(C)C[C@@H]2OCc3cnnn3CCCC(=O)N([C@@H](C)CO)C[C@@H]2C)c(OC)c1	1.0
CCCNC(=O)C[C@H]1CC[C@@H]2[C@H](COc3ccc(NC(=O)C4CCOCC4)cc3C(=O)N2C)O1	-1.0
C[C@@H]1CN([C@@H](C)CO)C(=O)c2cccc(NC(=O)c3nc4ccccc4s3)c2O[C@H]1CN(C)C(=O)NC1CCCCC1	-1.5
COc1ccc(S(=O)(=O)N(C)C[C@H]2OCCCC[C@@H](C)Oc3ccc(NC(=O)Cc4ccccc4)cc3C(=O)N([C@@H](C)CO)C[C@@H]2C)cc1	-1.0
CC(=O)NC[C@H]1[C@@H](c2ccccc2)[C@@H](CO)N1C(=O)Cc1ccncc1	-0.3
O=C(C[C@@H]1CC[C@@H]2[C@H](COC[C@@H](O)CN2CCc2ccccc2)O1)N1CCC(Cc2ccccc2)CC1	0.5
COCC(=O)Nc1ccc2c(c1)OC[C@H](C)N(Cc1ccccc1F)C[C@@H](C)[C@H](OC)CN(C)C2=O	0.8
O=C(C[C@@H]1CC[C@@H]2[C@H](COC[C@@H](O)CN2Cc2cc(F)cc(F)c2)O1)NCc1cccc(F)c1	-5.0
C[C@H](CO)N1C[C@H](C)[C@@H](CN(C)C(=O)C2CCOCC2)Oc2ncc(C#Cc3ccccc3F)cc2C1=O	-1.2
C[C@H]1CN([C@@H](C)CO)C(=O)c2cc(C#Cc3ccccc3F)cnc2O[C@@H]1CN(C)C(=O)C1CCCCC1	-0.2
CN1C[C@@H](O)COC[C@H]2O[C@H](CC(=O)N3CCN(c4ccccc4)CC3)CC[C@@H]21	-0.8
CCS(=O)(=O)NCC[C@@H]1CC[C@@H](NS(=O)(=O)c2ccccc2C)[C@H](CO)O1	3.2
C[C@@H]1CN([C@@H](C)CO)C(=O)c2cc(NC(=O)C3CC3)ccc2O[C@H]1CN(C)Cc1ccc(-c2ccccc2)cc1	-3.0
C[C@@H]1CCCCO[C@H](CN(C)C(=O)Nc2ccc(F)cc2)[C@H](C)CN([C@H](C)CO)C(=O)c2cc(NC(=O)C3CCCCC3)ccc2O1	-0.5
O=C(NC[C@@H]1[C@@H](c2ccccc2)[C@H](CO)N1C(=O)Cc1cccnc1)C1CC1	2.5
C[C@H]1CN([C@@H](C)CO)C(=O)c2cc(C#CCc3ccccc3)cnc2O[C@H]1CN(C)C(=O)Cc1cccnc1	9.2
CN1CCN(C(=O)C[C@@H]2C[C@@H]3c4cc(NC(=O)C5CCOCC5)ccc4O[C@@H]3[C@H](CO)O2)CC1	-3.0
O=C(C[C@@H]1C=C[C@@H](NC(=O)c2ccccc2)[C@@H](CO)O1)NCc1ccncn1	-3.0

Further records follow.
SMILES	BioA inh
CCC(=O)Nc1ccc2c(c1)OC[C@H](C)N(Cc1cccnc1)C[C@@H](C)[C@H](OC)CN(C)C2=O	-0.2
COCC(=O)N(C)C[C@@H]1Oc2ncc(C#CC3(O)CCCC3)cc2C(=O)N([C@H](C)CO)C[C@H]1C	-3.3
COc1ccc(S(=O)(=O)Nc2ccc3c(c2)C(=O)N([C@H](C)CO)C[C@@H](C)[C@@H](CN(C)C(=O)Nc2ccc(F)cc2)O3)cc1	0.5
CO[C@@H]1CN(C)C(=O)c2cc(NC(C)=O)ccc2OC[C@H](C)N(CC2CC2)C[C@@H]1C	-1.2
C[C@@H]1CCCCO[C@@H](CN(C)C(=O)Cc2ccccc2)[C@H](C)CN([C@H](C)CO)C(=O)c2cc(NC(=O)Nc3ccccc3)ccc2O1	-2.0
COc1ccc(S(=O)(=O)N[C@@H]2CC[C@H](CCNC(=O)c3ccccc3F)O[C@@H]2CO)cc1	-1.0
C[C@@H]1CCCCO[C@@H](CN(C)C(=O)Nc2ccc(C(F)(F)F)cc2)[C@H](C)CN([C@@H](C)CO)C(=O)c2cc(NS(=O)(=O)c3cccs3)ccc2O1	3.5
C[C@H](CO)N1C[C@H](C)[C@@H](CN(C)S(C)(=O)=O)Oc2ncc(C#Cc3ccc(F)cc3)cc2C1=O	-1.8
CNC[C@@H]1OCCCC[C@H](C)Oc2ccc(NS(=O)(=O)c3ccc(C)cc3)cc2C(=O)N([C@@H](C)CO)C[C@H]1C	-4.7
C[C@@H]1CN([C@@H](C)CO)C(=O)c2cccc(N(C)C)c2O[C@H]1CN(C)C(=O)Nc1ccccc1	-0.8
CO[C@H]1CN(C)C(=O)c2ccc(NC(C)=O)cc2OC[C@@H](C)N(Cc2ccccn2)C[C@H]1C	2.9
CN(C)CC(=O)N[C@@H]1CC[C@@H](CCNC(=O)Nc2ccc(F)cc2)O[C@@H]1CO	0.6
C[C@@H]1CN([C@@H](C)CO)C(=O)c2cc(C#Cc3ccccn3)cnc2O[C@H]1CN(C)CC1CCOCC1	6.9
C[C@@H]1CN([C@@H](C)CO)C(=O)c2cc(C#CC3CCCC3)cnc2O[C@H]1CN(C)Cc1ccncc1	0.3
C/C=C/c1cnc2c(c1)C(=O)N([C@H](C)CO)C[C@H](C)[C@H](CN(C)Cc1ccccc1)O2	-2.5
CO[C@H]1CN(C)C(=O)c2cc(NC(=O)C3CCC3)ccc2OC[C@@H](C)N(Cc2nccs2)C[C@H]1C	3.0
CC(C)NC(=O)N(C)C[C@H]1Oc2ccc(NC(=O)Cn3cnnn3)cc2CC(=O)N([C@@H](C)CO)C[C@@H]1C	-3.7
C[C@@H]1CN([C@@H](C)CO)C(=O)c2cc(NS(=O)(=O)c3cccs3)ccc2O[C@@H]1CN(C)S(=O)(=O)c1ccc(F)cc1	-1.3
Cc1noc(C)c1NC(=O)N(C)C[C@H]1Oc2ccc(NC(=O)Cc3ccccc3)cc2C(=O)N([C@H](C)CO)C[C@H]1C	0.1
C[C@@H]1CN([C@H](C)CO)C(=O)CCCn2cc(nn2)CO[C@@H]1CN(C)C(=O)Nc1ccc(-c2cccs2)cc1	-2.3
CCCNC(=O)N[C@@H]1CC[C@@H](CCn2cc(C3CCCCC3)nn2)O[C@@H]1CO	-2.2
Cc1noc(C)c1NC(=O)Nc1ccc2c(c1)CC(=O)N([C@H](C)CO)C[C@@H](C)[C@H](CN(C)Cc1ccc(C(=O)O)cc1)O2	5.2
C[C@H](CO)N1C[C@H](C)[C@H](CN(C)C(=O)C2CCCCC2)OCCCC[C@H](C)Oc2ccc(NC(=O)Nc3cccc4ccccc34)cc2C1=O	-1.6
CC(=O)Nc1ccc2c(c1)C(=O)N(C)[C@H]1CC[C@H](CC(=O)Nc3cccc(Cl)c3)O[C@@H]1CO2	2.2
Cc1ccc(S(=O)(=O)Nc2cccc3c2O[C@@H](CN(C)C(=O)Nc2ccc4c(c2)OCO4)[C@@H](C)CN([C@H](C)CO)C3=O)cc1	1.6

Additional structures
SMILES	BioA inh
C[C@@H]1CN([C@@H](C)CO)C(=O)c2cc(NC(=O)c3ccncc3)ccc2O[C@H]1CN(C)Cc1ccc(C(=O)O)cc1	-3.8
COc1ccc(S(=O)(=O)N2CCCCN3[C@H](CO)[C@@H](c4ccc(-c5cccnc5)cc4)[C@H]3C2)cc1	5.7
CC(C)NC(=O)N(C)C[C@H]1OCCCC[C@H](C)Oc2ccc(NC(=O)NC3CCCCC3)cc2C(=O)N([C@@H](C)CO)C[C@H]1C	-0.4
CCCC#Cc1ccc2c(c1)O[C@@H](CN(C)C(=O)Nc1ccccc1F)[C@@H](C)CN([C@H](C)CO)S2(=O)=O	-2.4
Cc1noc(C)c1NC(=O)Nc1cccc2c1O[C@@H](CN(C)S(=O)(=O)c1cccs1)[C@@H](C)CN([C@H](C)CO)C2=O	3.0
COc1ccc(NC(=O)Nc2ccc3c(c2)C(=O)N([C@H](C)CO)C[C@@H](C)[C@H](CN(C)C(=O)Nc2ccc(C(F)(F)F)cc2)OCCCC[C@@H](C)O3)cc1	-2.2
CO[C@@H]1CN(C)C(=O)c2ccc(NC(=O)c3cccc(Oc4ccccc4)c3)cc2OC[C@@H](C)NC[C@H]1C	1.7
C[C@H](CO)N1C[C@H](C)[C@@H](CN(C)S(=O)(=O)c2ccccc2)Oc2ccc(NC(=O)C3CC3)cc2CC1=O	2.3
CN(C)c1ccc2c(c1)[C@H]1C[C@H](CC(=O)NCCN3CCCCC3)O[C@H](CO)[C@H]1O2	-1.4
CO[C@H]1CN(C)C(=O)c2ccc(NC(=O)C3CC3)cc2OC[C@H](C)N(C(=O)Cc2ccccn2)C[C@H]1C	-2.0
C[C@H](CO)N1C[C@H](C)[C@H](CN(C)S(=O)(=O)c2cccs2)Oc2ccc(NC(=O)CCCCCC(=O)Nc3ccccc3N)cc2CC1=O	-1.6
C[C@H](CO)N1C[C@H](C)[C@H](CN(C)C)Oc2ccc(NC(=O)CCC(F)(F)F)cc2C1=O	-3.0
O=C(Nc1ccccc1F)N1C[C@H]2[C@@H](c3ccccc31)[C@H](CO)N2C(=O)c1ccccc1F	3.9
C[C@H](CO)N1C[C@H](C)[C@@H](CN(C)C(=O)CN2CCOCC2)Oc2ncc(C#C[C@@H](C)O)cc2C1=O	1.9
COCC#Cc1cnc2c(c1)C(=O)N([C@H](C)CO)C[C@H](C)[C@@H](CN(C)C(=O)C1CC1)O2	0.1
O=C(C[C@H]1CC[C@H]2[C@@H](COC[C@@H](O)CN2C(=O)c2ccccc2)O1)Nc1ccccc1	-0.5
CC(C)NC(=O)Nc1ccc2c(c1)C(=O)N([C@@H](C)CO)C[C@@H](C)[C@@H](CN(C)C(=O)Nc1ccccc1)OCCCC[C@@H](C)O2	-2.7
C[C@@H]1CN([C@@H](C)CO)C(=O)c2cc(C#Cc3ccccn3)cnc2O[C@@H]1CN(C)C(=O)CCN1CCCCC1	-3.5
C[C@H]1CN([C@@H](C)CO)C(=O)Cc2cc(NS(=O)(=O)c3ccccc3)ccc2O[C@@H]1CN(C)Cc1ccc(Cl)c(Cl)c1	-3.0
CCCC(=O)Nc1ccc2c(c1)C(=O)N(C)C[C@H](OC)[C@@H](C)CN(Cc1nccs1)[C@H](C)CO2	0.0
COc1ccc(CNC(=O)C[C@H]2C[C@H]3c4cc(NS(=O)(=O)c5ccc(F)cc5)ccc4O[C@H]3[C@H](CO)O2)cc1	-3.3
C[C@@H]1CN([C@@H](C)CO)S(=O)(=O)c2ccc(C3=CCCC3)cc2O[C@H]1CN(C)C(=O)c1ccccn1	1.9
CCCC#Cc1cnc2c(c1)C(=O)N([C@H](C)CO)C[C@H](C)[C@H](CN(C)Cc1ccncc1)O2	2.1
Cc1ccc(S(=O)(=O)N2C[C@@H](O)COC[C@H]3O[C@H](CC(=O)N[C@@H]4CCN(Cc5ccccc5)C4)CC[C@@H]32)cc1	2.2
COc1ccc(-c2ccc3n(c2=O)C[C@@H]2[C@@H](CO)[C@H](C(=O)N(C)C)[C@H]3N2Cc2cncnc2)cc1	0.3
CCCNC(=O)N1[C@@H](CO)[C@@H](c2ccccc2)[C@@H]1CNC(C)=O	-3.5
CCC(=O)Nc1ccc2c(c1)OC[C@@H](C)N(C(=O)c1ccccn1)C[C@H](C)[C@H](OC)CN(C)C2=O	-2.4
COc1ccccc1-c1cn(CC[C@H]2CC[C@@H](NC(=O)C3CC3)[C@@H](CO)O2)nn1	0.1
O=C(C[C@@H]1C=C[C@@H](NC(=O)Nc2ccc3c(c2)OCO3)[C@H](CO)O1)NCc1ccccc1	-0.5
C[C@@H]1CN([C@@H](C)CO)C(=O)c2cc(-c3cccnc3)cnc2O[C@@H]1CN(C)C(=O)Nc1ccc2c(c1)OCO2	-2.2

Bioassay records (PubChem)
